TAAR1 antagonist – human TAAR1 antagonists, primary screen, Fluo-8 calcium fluorescence, CHO RD-HGA16 cells; antagonist; inhibition, % at 3 µM; Trace amine-associated receptor 1 (Homo sapiens), Q96RJ0; 360,000 compounds, 1.5% hits;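 active means inhibition above a per-plate cutoff, the mean inhibition of test compounds on that plate plus 3 SD, cut at about 49% in these data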;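 further: 0% = DMSO plus EC80 beta-PEA response and 100% = DMSO alone without agonist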
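Material: CHO RD-HGA16 cells bearing hTAAR1; compound dosing: one-point dosing, 3 µM nominal final; schedule: dye loading 75 min at 37 °C, then 30 min room temperature; measured by: calcium fluorescence with Fluo-8; control set: vehicle and agonist controls; replication: n of 1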
M1 ag parental – counter-screen for M1 agonists: effect in parental CHO-K1 cells; Fluo-8 calcium fluorescence; scaled to maximal ATP response, vehicle zero; activation, % at 3 µM; 360,000 compounds, 0.48% hits; in the data active means activation above about 15%;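 further: untransfected CHO-K1 host cells lacking M1 receptor as counterscreen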
CHRM1 agonist – human M1 muscarinic receptor agonists, primary screen, Fluo-8 calcium fluorescence, CHO-K1 cells, HTS; CHO-K1 hM1, agonist mode; 0% DMSO, 100% acetylcholine EC100; Muscarinic acetylcholine receptor M1 (Homo sapiens), P11229; 360,000 compounds, 0.33% hits; AID 588814, 2011; activation, % at 3 µM;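 active means activation above the run's mean compound activation plus 3 SD, cut at about 16% in these data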;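 further: peak over basal fluorescence ratio within a 140 s kinetic read after compound addition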
Target sequence (P11229 whole entry, looked up): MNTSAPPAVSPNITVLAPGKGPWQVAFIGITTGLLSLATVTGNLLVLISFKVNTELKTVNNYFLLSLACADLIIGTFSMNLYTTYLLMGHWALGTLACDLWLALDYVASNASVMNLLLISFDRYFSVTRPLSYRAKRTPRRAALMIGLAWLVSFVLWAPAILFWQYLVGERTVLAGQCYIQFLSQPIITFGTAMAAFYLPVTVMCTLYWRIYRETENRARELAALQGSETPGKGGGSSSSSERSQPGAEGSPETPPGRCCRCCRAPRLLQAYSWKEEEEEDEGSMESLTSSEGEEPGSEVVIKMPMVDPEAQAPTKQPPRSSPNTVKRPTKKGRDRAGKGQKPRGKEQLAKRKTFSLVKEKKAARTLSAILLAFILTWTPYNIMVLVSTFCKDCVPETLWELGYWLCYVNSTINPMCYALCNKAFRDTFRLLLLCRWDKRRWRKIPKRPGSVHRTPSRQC
M1 antag – human M1 muscarinic receptor antagonists, primary screen, CHO-K1 cells, Fluo-8 calcium fluorescence, 1536-well. CHO-K1 hM1, ACh EC80 antagonist. inhibition, % at 3 µM. 360,000 compounds, 1.3% hits;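 active means percent inhibition above its own plate's cutoff, namely the mean of that plate's compound wells plus 3 SD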;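 further: peak over basal fluorescence ratio during 140 s after agonist addition; 0% = ACh EC80 plus DMSO and 100% = DMSO alone without agonist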
CHO parental Ca – ATP-evoked calcium signal inhibitors, parental CHO, primary screen, counter-screen for OX1R antagonist project, cell-based, fluorescence, Fluo-8 calcium dye; inhibition, % at 5.6 µM; parental CHO-K1, ATP-induced calcium, Fluo-8 fluorescence; 330,000 compounds, 0.63% hits;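 active means inhibition above that plate's mean sample inhibition plus 3 SD, cut at about 26% in these data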;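 further: 0% = ATP-challenged DMSO wells and 100% = DMSO wells without ATP; some compounds past the cut are filed as inactive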
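Material: parental CHO cells / Compound: single nominal dose of 5.6 µM per compound / Signal: Fluo-8 fluorescence / Replicates: singlicate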
TAAR1 agonist – human TAAR1 agonists, primary screen, Fluo-8 calcium fluorescence, CHO RD-HGA16 cells; vehicle wells 0%, saturating PEA agonist 100%; activation, % at 3 µM; Trace amine-associated receptor 1 (Homo sapiens), Q96RJ0; 360,000 compounds, 0.99% hits;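 active means activation above the mean activation of all test compounds in the run plus 3 SD, cut at about 38% in these data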
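Repeats: no replicates (n 1) | Material: CHO-derived RD-HGA16 cells with stable Gα16 and human TAAR1 | Technique: Kinetic Fluo-8 calcium fluorescence | Schedule: 17-24 h seeding, 75 min 37 °C dye, 30 min RT | Evaluation: % activation from peak over basal fluorescence ratio, DMSO-to-PEA scaled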
OXTR potentiate – human OXTR potentiators, primary screen, fluorescence, CHO-OTR cells, Fluo-8 calcium. 320,000 compounds, 0.061% hits. activation, % at 3 µM. Fluo-8 calcium fluorescence, potentiator mode; 0% = oxytocin EC15, 100% = EC100;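 active means activation above that plate's cutoff, the mean activation of tested compounds plus 3 SD, cut at about 6.6% in these data, passing the limit was not always enough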;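 further: 100% uses oxytocin at 75 nM as the full agonist control; some results filed as inactive read as strong as hits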
Target sequence (P30559 whole entry, looked up): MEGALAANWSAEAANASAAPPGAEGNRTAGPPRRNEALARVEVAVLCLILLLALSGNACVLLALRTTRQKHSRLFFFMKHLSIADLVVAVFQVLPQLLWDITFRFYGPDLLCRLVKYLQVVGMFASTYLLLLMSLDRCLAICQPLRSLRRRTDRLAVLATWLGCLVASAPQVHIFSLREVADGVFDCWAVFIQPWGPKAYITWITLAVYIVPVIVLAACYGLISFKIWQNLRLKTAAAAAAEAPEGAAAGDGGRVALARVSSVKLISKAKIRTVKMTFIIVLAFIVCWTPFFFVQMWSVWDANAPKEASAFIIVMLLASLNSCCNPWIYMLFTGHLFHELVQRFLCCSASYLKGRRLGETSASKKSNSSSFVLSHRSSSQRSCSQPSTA
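Material: CHO-OTR cells, human receptor; compound dosing: single dose, 3.0 µM nominal final compound concentration; schedule: 6 min compound pre-incubation at room temperature, 100 s kinetic read; measured by: kinetic Fluo-8 calcium fluorescence; read-out basis: % activation vs EC15 and EC100 oxytocin; controls: EC15 oxytocin alone as 0%, 75 nM oxytocin as 100%; replicates: singlicate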
CHO-K1 Ca PAM – nonselective calcium activators in parental CHO-K1 cells, primary screen, counter-screen for M1 PAM project, cell-based, Fluo-8 calcium fluorescence, full deck, 1536-well; ATP EC20; 0% at ATP EC20, 100% at ATP max; activation, % at 3 µM; 360,000 compounds, 0.02% hits;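 active means activation above the run cutoff, the mean activation of all test compounds plus 3 SD, cut at about 40% in these data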;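 further: peak over basal fluorescence ratio in a 140 s read after ATP addition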
CHO-K1 Ca antag – counter-screen for M1 antagonists: effect in parental CHO-K1 cells. ATP-induced calcium, Fluo-8 fluorescence. inhibition, % at 3 µM. 360,000 compounds, 0.6% hits;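 active means inhibition above a per-plate cutoff, the plate's mean sample inhibition plus 3 SD, cut at about 24% in these data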;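 further: 0% = DMSO plus EC80 ATP and 100% = DMSO alone without ATP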
Active calls of the source: *; / = not tested or not shown.

no.	smiles	TAAR1 antagonist	M1 ag parental	CHRM1 agonist	M1 antag	CHO parental Ca	TAAR1 agonist	OXTR potentiate	CHO-K1 Ca PAM	CHO-K1 Ca antag
1	O=C(NCCCn1ccnc1)c1cc(-c2ccccc2)on1	9	0.2	-11	-10	0	0	-4	-10	5
2	O=C(Nc1ccc(-c2nc3cccnc3s2)cc1)c1ccco1	-13	2.0	6	-2	-4	8	-2	23	-11
3	CCCN(CCC)c1nc2ccccc2nc1C(C#N)C(=O)OC(C)COC (stereo not given)	4	/	/	/	-16	14	-12	/	/
4	O=C(Nc1ccc(Cl)cc1Cl)C1CCCO1 (stereo not given)	3	0.2	-11	-4	-8	-1	4	10	-5
5	Cc1ccc(C(=O)Nc2c(C)n(C)n(-c3ccccc3)c2=O)cc1S(=O)(=O)N1CCOCC1	7	0.3	-6	5	-12	8	-11	18	-8
6	O=C(NCCOc1ccccc1)c1ccccc1[N+](=O)[O-]	-10	-0.2	0	4	-2	3	-16	-13	-1
7	CC1CN(S(=O)(=O)c2cccc(C(=O)Nc3ccccc3N3CCCC3)c2)CC(C)O1 (stereo not given)	-25	-0.3	-7	-9	-20	2	11	-11	13
8	COc1cc(C2NC(=S)NC(C)=C2C(=O)Nc2cc(C)cc(C)c2)ccc1O (stereo not given)	-16	0.2	0	-18	-4	2	-1	9	-4
9	COc1ccc(C(=O)NCN2CCN(c3ccccc3)CC2)cc1OC	10	0.4	-2	-8	1	3	-5	13	-22
10	CCCOc1ccc(CN2CCOCC2)cc1OC	-26	0.7	-1	-18	-12	4	1	17	-9
11	COCC(=O)N1CCCC(C(=O)c2ccc(-c3ccccc3)cc2)C1 (stereo not given)	-13	3.5	-1	6	-10	7	-6	6	-6
12	COc1ccc(-n2nnc3c(SCC(=O)NCc4ccco4)ncnc32)cc1	25	3.0	-1	2	-10	17	-26	5	3
13	CCOc1ccccc1N(CC(=O)NCCOC)C(=O)CCC(=O)Nc1ccccn1	5	0.1	-7	-9	-6	9	-11	11	0
14	O=C(COc1ccccc1)Nc1ncc2c(n1)CCCC2=O	1	0.2	-3	1	-1	1	-12	8	2
15	COC(=O)CN1C(=O)[C@H]2[C@@H](c3ccc(C)o3)N3C(=O)CN(Cc4ccccn4)C(=O)[C@@]3(Cc3ccccc3)[C@H]2C1=O	-10	-0.1	0	-9	-4	3	-3	-2	-1
16	CC1=CC(C)(C)N2C(=O)C3(SCC(=O)N3c3ccc(F)cc3)c3cc(C)cc1c32 (stereo not given)	34	5.5	2	3	12	54*	-6	25	-8
17	CCC(Sc1nnc(-c2ccco2)n1C)C(=O)Nc1nnc(C)s1 (stereo not given)	-5	1.3	-6	-15	-8	-1	0	16	-16
18	COc1ccc(CCN2C(=O)C3C4C=CC(C5CC45)C3C2=O)cc1OC (stereo not given)	-20	6.9	-7	-9	1	2	-9	13	-8
19	O=C1C2C3c4ccccc4C(c4ccccc43)C2C(=O)N1Cc1ccco1 (stereo not given)	2	-0.1	-3	-9	-13	2	-4	1	-12
20	COc1ccccc1-c1nnc2sc(C3CCCCC3)nn12	2	1.1	-6	6	-2	3	-2	11	-19
21	CC(C)Oc1ccc(F)cc1-c1cc(C(=O)NCc2ccc(F)cc2)[nH]n1	44	1.7	-7	11	/	2	/	-1	-5
22	CCOC(=O)c1cc(OC(C)=O)c2ccc(OC)c(OC)c2c1	-6	0.0	-4	-8	/	-1	/	10	-9
23	CCN(CC)S(=O)(=O)C1CCS(=O)(=O)C1 (stereo not given)	2	0.1	-3	-2	-8	10	-10	-5	-3
24	O=C(Cn1cnc2c(OCc3ccccc3)ncnc21)N[C@H](CO)Cc1cc2ccccc2[nH]1	-1	0.1	-5	-1	-10	-1	1	8	-5
25	O=S(=O)(NCCSc1ccccc1)c1cccs1	-12	0.2	-5	-5	-3	7	-4	19	-10

An excerpt from above, showing only TAAR1 antagonist and M1 ag parental.
| cpd | SMILES | TAAR1 antagonist | M1 ag parental |
| --- | --- | --- | --- |
| 23 | CCN(CC)S(=O)(=O)C1CCS(=O)(=O)C1 (stereo not given) | 2 | 0.1 |
| 12 | COc1ccc(-n2nnc3c(SCC(=O)NCc4ccco4)ncnc32)cc1 | 25 | 3.0 |
| 3 | CCCN(CCC)c1nc2ccccc2nc1C(C#N)C(=O)OC(C)COC (stereo not given) | 4 | / |

(more compounds)
no.	smiles	TAAR1 antagonist	M1 ag parental	CHRM1 agonist	M1 antag	CHO parental Ca	TAAR1 agonist	OXTR potentiate	CHO-K1 Ca PAM	CHO-K1 Ca antag
26	Nc1ccc(Cc2ccc(N)c(O)c2)cc1O	1	4.8	-6	18	/	8	/	12	3
27	COc1ccccc1CNS(=O)(=O)c1cc2c3c(c1)CCC(=O)N3CCC2	-12	5.9	2	-11	-2	6	-7	11	-8
28	COc1ccc(CN2CCC(Oc3ccc(C(=O)NCc4ccccn4)cc3)CC2)c(F)c1	-1	4.7	-2	71*	-16	2	-9	10	-6
29	Clc1ccc(-c2cn3c(n2)SCC3)cc1	8	2.5	-8	-6	-6	0	-2	6	-6
30	O=C(c1cc(-c2cccs2)on1)N1CCN(c2ccc(F)cc2)CC1	13	0.5	-4	0	-5	9	-1	-10	-20
31	CC(C)N(Cc1cnn(C)c1)Cc1nc(-c2ccc(Cl)cc2)no1	3	2.5	-5	-6	-10	-1	-13	9	-12
32	CS(=O)(=O)c1ccc(C(=O)OCC(=O)NNC(=O)COc2ccc(Cl)cc2)cc1	-4	0.4	-3	6	2	2	-3	-14	-4
33	Cc1cc(NC(=O)CCC(=O)N(c2ccc(F)cc2)C(C(=O)NC2CCCC2)c2ccc(C)o2)no1 (stereo not given)	-18	6.6	-7	-3	-18	2	-9	20	3
34	COc1cccc(NC2=NCC(=O)N2Cc2cccs2)c1	-2	0.1	-2	-5	-9	1	1	10	4
35	CCCCc1cc(=O)oc2cc(C)cc(OCC(=O)N3CCC(C(=O)O)CC3)c12	-8	-0.4	-2	5	-9	3	0	-7	15
36	Cc1nnc(SCC(=O)NC2CCCC2)n1C(C)C	-27	1.4	-2	-7	0	2	1	30	-11
37	COc1ccc(/C=C(\NC(=O)c2cccs2)C(=O)NC(C)(C)C)cc1OC	-7	1.7	2	-17	-4	7	-12	11	-9
38	CCOC(=O)C1(CC2CCCCO2)CCN(C(=O)Nc2ccccc2SC)CC1 (stereo not given)	5	0.2	-8	3	-17	4	7	19	3
39	CCc1nnc(NS(=O)(=O)c2ccc(NC(=O)c3ccc(Br)cc3)cc2)s1	-5	-0.3	-5	-23	-9	7	-9	9	-2
40	Cn1c(SCC(=O)NNC(=O)c2ccccc2)nnc1C(F)(F)F	1	-0.2	-1	-4	0	1	-9	16	-19
41	O=C(NC(=S)N(Cc1ccccc1)Cc1ccccc1)c1ccccc1F	9	0.4	-6	-8	-10	6	0	2	5
42	CCN1C(=O)[C@H]2[C@@H](c3ccccc3)N[C@]3(CCCN(Cc4ccc(C)cc4)C3=O)[C@H]2C1=O	-8	0.3	1	-6	/	-1	/	15	-6
43	COc1ccc(-n2c(SCC(=O)N3CCOCC3)nc(O)c(Cc3ccccc3)c2=O)cc1	-4	0.1	0	-10	2	1	-4	23	-11
44	Cc1nc2cc(NS(=O)(=O)c3cccc(F)c3)ccc2s1	-16	2.4	-1	-6	-8	4	-9	9	-19
45	Cn1c(=O)c2c(ncn2CC(=O)OCC(=O)Nc2ccc(F)cc2F)n(C)c1=O	-23	0.2	0	-9	-14	14	1	-14	1
46	Cc1nc(C(=O)N(C)C)nn1-c1ccc([N+](=O)[O-])cc1	1	-0.2	-5	7	-4	2	0	-13	10
47	CCOC(=O)NC(=O)/C(C#N)=C\c1ccccc1	-21	-0.5	-5	-6	-8	3	-4	21	-8
48	O=C(CN(Cc1ccco1)C(=O)CNS(=O)(=O)c1ccc(Cl)cc1)NCC1CCCO1 (stereo not given)	-24	0.1	1	-5	-15	1	-3	-15	-6
49	CN(Cc1ccc(Cl)c(Cl)c1)C(=O)c1ccccc1SCC(=O)N1CCCC1	-2	1.8	-3	-2	/	2	/	-6	6
50	Cc1ccc(NC(=O)COC(=O)CCc2c(C)nc3nc(N)nn3c2C)cc1C	-3	0.2	-4	5	-6	-1	-2	-5	0

The listing continues:
no.	smiles	TAAR1 antagonist	M1 ag parental	CHRM1 agonist	M1 antag	CHO parental Ca	TAAR1 agonist	OXTR potentiate	CHO-K1 Ca PAM	CHO-K1 Ca antag
51	CC(=O)NC(c1cccs1)c1cc([N+](=O)[O-])c2cccnc2c1O (stereo not given)	-11	0.4	-7	-13	-11	1	-4	21	3
52	COc1ccc(C)cc1NC(=O)C(c1ccccc1)N1CCN(CC(=O)N2CCCC2)CC1 (stereo not given)	1	-0.2	-4	2	/	1	/	11	-1
53	CC(=O)NC1=NN(C(C)=O)C(c2ccco2)S1 (stereo not given)	-23	0.2	2	-7	-23	6	-1	-23	22
54	Cc1cc(C)c(S(C)(=O)=O)c(NN)n1	3	-0.1	-3	13	6	6	-10	-16	13
55	O=C(NCc1ccccc1)c1onc(CSc2ccccc2)c1C(=O)NCc1ccccc1	5	1.4	-3	-5	11	6	-15	5	-1
56	N#Cc1cn(CC(=O)NCc2cccnc2)c2ccccc12	-5	0.3	-2	-6	-6	11	7	3	-10
57	COc1cccc(CNC(=O)c2cccs2)c1	-2	0.1	-2	-9	5	4	-5	4	-8
58	Cc1c(-n2c(SCC(=O)O)nnc2-c2ccccc2Cl)c(=O)n(-c2ccccc2)n1C	13	-0.1	-1	0	0	1	-9	4	-6
59	CCCS(=O)(=O)N1CCC(C(=O)N2CCN(C(=O)OCC)CC2)CC1	-11	0.0	-5	2	6	-2	-3	14	-5
60	COc1ccccc1-c1nc(-c2ccncc2)no1	-2	0.5	-6	-5	-8	1	5	14	-8
61	CCOC(=O)C1=CN(Cc2ccco2)S(=O)(=O)N(C)C1c1ccc(F)c(Cl)c1 (stereo not given)	37	0.7	-3	6	-20	5	/	0	-14
62	O=C(COC(=O)c1ccc(S(=O)(=O)N2CCCC2)cc1)NCc1ccc(F)cc1	3	0.0	-6	-6	-21	7	-2	4	0
63	CN1CCN(C(=O)c2ccccc2NC(=O)Cc2ccccc2)CC1	4	0.8	-3	-6	-12	11	-5	9	-6

Source: PubChem
